Myeloid diff MLP = promotes myeloid progenitor differentiation; AID 624256; calls only at 10 µM; 1% of 360,000 active; ER-HoxA9 myeloid progenitors, lysozyme-GFP differentiation, flow cytometry;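 active means normalized GFP-positive differentiation at or above the plate's own cutoff, the solvent-only control mean plus 3 SD; inconclusive means no clear call, values can overlap the other calls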;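 further: cells exposed to compound for four days before flow analysis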
Myeloid diff MLP GFP+ MAC1+ % = recorded beside Myeloid diff MLP, whose call it bears; GFP+ MAC1+ double positive, %; measured here: differentiation confirmed by MAC1 staining
Numbers without * were called inactive; i = inactive; ? = inconclusive; . = no result given; + = active, no number. Only part of the results is shown; count on the stated rates, not on these rows.

Value order: Myeloid diff MLP, Myeloid diff MLP GFP+ MAC1+ %
> Cc1ccc(N2CCN(C(C(=O)Nc3c(C)cccc3C)c3cccc(F)c3)CC2)cc1 (stereo not given)
 : i, 1.4
> CCCCCNC(=O)C(c1ccncc1)n1c(=O)c(-c2cc3ccccc3[nH]2)nc2ccccc21 (stereo not given)
 : i, 2.2
> OC[C@@H]1CN(CCN2CCOCC2)C[C@H](n2cnc3c(NC4CCCC4)ncnc32)O1
 : i, 0.8
> CC1(C(=O)NS(=O)(=O)c2cccc(OC(F)F)c2)CCN1C(=O)Cc1ccsc1 (stereo not given)
 : i, 1.3
> COc1ccc(C(=O)c2[nH]c(N)c(C(=O)NCCc3c[nH]c4ccccc34)c2-c2ccc(OC)c(OC)c2)cc1
 : i, 0.5
> C#CCOCCOCCOCCNc1nc(N2CCN(C(=O)[C@H](CCCN=C(N)N)n3cc(C(N)[C@@H](C)CC)nn3)CC2)nc(N2CCN(C(=O)[C@H](CCC(=O)O)n3cc([C@@H](N)CC(N)=O)nn3)CC2)n1 (stereo not given in full)
 : +, 2.3*
> c1cc(-c2cc3nc(NC4CCCCC4)ccn3n2)ccc1OCCN1CCOCC1
 : i, 4.4
> CC(C)(C)c1ccc(C(=O)O/N=C(\N)Cc2cccs2)cc1
 : i, 1.3
> COc1ccc(CN(C)CCCn2cnc3c(OCc4ccccc4)ncnc32)cc1OC
 : i, 0.3
> CCc1cc(C(=O)N(CC)CC(=O)Nc2c(F)cccc2F)sc1C
 : i, 1.3
> CC(=O)NCCNC(=O)C1Cc2c(-c3ccccc3Oc3ccccc3)ccnc2O1 (stereo not given)
 : i, 0.8
> O=C1CCC/C=C/C[C@H](CC(=O)N(CCO)Cc2ccccc2)C(=O)N[C@@H](Cc2ccccc2)CO1
 : i, 2.6
> COc1ccc(C(=O)Nc2cccc(S(=O)(=O)NC3=NCCC3)c2)cc1OC
 : i, 0.2
> COc1ccc(CCNC(=O)COC(=O)Cc2ccccc2F)cc1
 : i, 0.2
> CCNC(=O)C1(C)CCCN(C(=O)c2cc(OC)ccc2Br)C1 (stereo not given)
 : i, 1.0
> COC(=O)C1=CN(c2ccc(Oc3ccccc3)cc2)C(N)=C(C#N)C1c1cccc(OC)c1OC (stereo not given)
 : i, 2.0
> c1ccc(CNc2nc(NCC3CC3)nc3cc(-c4ccccc4)sc23)cc1
 : ?, .
> CC(C)(C)OC(=O)C[C@@H]1C/C=C\C[C@@H](CC(=O)N(CCO)Cc2ccccc2)C(=O)N[C@H](Cc2ccccc2)COC1=O
 : i, 1.2
> CCc1nc2c(OCc3cc(Cl)cc(Cl)c3)cccn2c1N(C=O)Cc1ccccc1
 : i, 0.3
> Cc1ccccc1Cn1c(C)c(C(=O)N(C)Cc2ccc(F)cc2)sc1=O
 : i, 6.6
> Cc1c(C(=O)N2CCN(c3ncccn3)CC2)oc2ccc(F)cc12
 : i, 0.6
> CCCCCCCCN1C(=O)[C@H](CC(=O)NCC23CC4CC(CC(C4)C2)C3)C[C@@]2(C(=O)OC)CC(C)(C)CC=C12
 : i, 2.7
> O=C(NCc1ccc(F)cc1)c1cccc2c1C(=O)c1ccc(N3CCC(N4CCCCC4)CC3)cc1S2(=O)=O
 : +, 2.2*
> CCc1nc2ccc(C(=O)N3CCN(C)CC3)cn2c1N(C)CCCc1ccccc1
 : i, 0.6
> CC(=O)OCC(=O)C1(O)CCC2C3CC(C)C4=CC(=O)C=CC4(C)C3C(O)CC21C (stereo not given)
 : i, 8.9
> COc1ccc(C(=O)OCC(=O)Nc2ccc(OC)c(S(=O)(=O)N3CCCCC3)c2)cc1[N+](=O)[O-]
 : i, 1.3
> Nn1c(SCC(=O)Nc2ccc3c(c2)CCC3)nnc1C1CC1
 : i, 1.8
> CCC(=O)N1CCC(C)(C(=O)Nc2ccc(OC)c(OC)c2)C1 (stereo not given)
 : i, 2.1
> CCOC(=O)[C@]12CCCC=C1N(Cc1ccccc1)C(=O)[C@H](CC(=O)NCCCN1CCCC1=O)C2
 : i, 0.8
> Cc1ccc(S(=O)(=O)N2CCC(=O)N([C@H](COC(=O)Nc3ccccc3)Cc3ccccc3)CC2)cc1
 : i, 1.7
> CNC(=O)c1ccc2cc(OC)c(OC)cc2c1
 : i, 1.0
> CCOC(=O)C1=CN(Cc2cccc(-c3cccnc3)c2)S(=O)(=O)N(CC)C1C (stereo not given)
 : i, 0.8
> O=C(CCN1C(=O)C2CC=CCC2C1=O)Nc1ccc(S(=O)(=O)N2CCCCC2)cc1 (stereo not given)
 : i, 0.2
> Cc1ccc(NC(=O)c2nc[nH]c2C(=O)N(C)CCO)cc1
 : i, 0.8
> O=C(COC(=O)/C=C/c1cccc(F)c1)NC1CCCCC1
 : i, 0.6
> CCN(CC(=O)Nc1c(F)cccc1F)C(=O)Cc1sc(C)nc1-c1ccc(F)cc1
 : i, 1.0
> COc1ccc(CCNC(=O)COC(=O)CSc2ccc(C(N)=O)cc2[N+](=O)[O-])cc1OC
 : i, 0.4
> CCOC(=O)NC1=NCC(C)(C)S1
 : i, 0.5
> CCOc1ccc(NS(=O)(=O)c2ccc(Cl)c(N=Nc3c(O)[nH]c(=S)[nH]c3=O)c2)cc1Br
 : i, 1.0
> Cc1cn(C2CCCCC2)c(=O)n(-c2ccccc2)c1=O
 : i, 0.2
> O=C(Nc1ccn(CCCN2CCC(N3CCOCC3)CC2)c(=O)n1)OCc1ccccc1
 : i, 0.2
> COC(=O)[C@]1(C)N[C@H](CN(C)C(=O)C2CCCCC2)[C@@H]2C(=O)N(C)C(=O)[C@@H]21
 : i, 0.5
> Cc1cc(Cl)ccc1C(O)c1ncc(-c2ccccc2C(F)(F)F)[nH]1 (stereo not given)
 : i, 0.6
> COc1ccccc1C=C(C(=O)c1ccccc1)c1ccccc1
 : i, 1.5
> Cc1ccc(S(=O)(=O)N2C[C@H]3n4c(=O)ccc(=O)n4C[C@H](OC(=O)NCc4ccccc4)[C@@]3(O)C2)cc1
 : i, 6.8
> COc1ccccc1C(=O)COC(=O)COc1ccc(C#N)cc1
 : i, 0.9
> O=C(NCc1ccccc1)C1c2ccccc2OCC(=O)N1CCc1c[nH]c2ccccc12 (stereo not given)
 : i, 1.3
> C#CCN1C=CC(=O)[C@@H](OC(=O)Nc2ccccc2Br)[C@H]1c1ccccc1Br
 : i, 0.8
> CC1(C(=O)NS(=O)(=O)Cc2ccccc2C(F)(F)F)CCN1C(=O)Cc1ccccc1 (stereo not given)
 : i, 1.3
> COc1cc(C(=O)OCCCN2CCOCC2)cc(OC)c1OC
 : i, 1.0

Complete entries, looked up by structure:
`CCc1nc2c(OCc3cc(Cl)cc(Cl)c3)cccn2c1N(C=O)Cc1ccccc1` in the list: Myeloid diff MLP = i; Myeloid diff MLP GFP+ MAC1+ % = 0.3
`O=C(COC(=O)/C=C/c1cccc(F)c1)NC1CCCCC1` in the list: Myeloid diff MLP = i; Myeloid diff MLP GFP+ MAC1+ % = 0.6

The results go on.
Value order: Myeloid diff MLP, Myeloid diff MLP GFP+ MAC1+ %
> CS(=O)(=O)Nc1ccc(-c2ccc3nccn3c2)cc1
 : i, 2.5
> CS(=O)(=O)N1Cc2ccccc2CC1C(=O)OCC(=O)NCCc1ccc(S(N)(=O)=O)cc1 (stereo not given)
 : i, 0.7
> CN(C)c1ccc(C(=O)OCC#CCSc2nnc(-c3cccc4ccccc34)o2)cc1
 : i, 2.4
> CCCCNC(=O)C1(C)CCCCN1C(=O)c1cc(OC)ccc1Br (stereo not given)
 : i, 2.1
> COC(=O)c1cccc(F)c1C(=O)c1cccc2ccccc12
 : i, 0.4
> CSc1ccc(CN2CCC2(C)C(=O)NCc2ccc3c(c2)OCO3)cc1 (stereo not given)
 : i, 0.6
> Cc1cc(C(=O)COC(=O)c2nn(C)c(=O)c3ccccc23)c(C)n1C
 : i, 0.3
> CC(=O)OC1[C@H](Oc2c(O)c(C)c3c4c2[C@@H](C)CC[C@@H]4[C@@H](C)C[C@@H]3C=C(C)C)OC[C@@H](O)[C@@H]1O (stereo not given in full)
 : i, 1.0
> COc1ccccc1C(=O)NC(CCSC)C(=O)OCC(=O)N1CCN(S(=O)(=O)c2ccc(C)cc2)CC1 (stereo not given)
 : i, 1.1
> COc1ccc(S(=O)(=O)N2CCOCC2)cc1NC(=O)c1ccc(OC(F)F)cc1
 : i, 2.0
> CN(C(=O)c1ccc(NC(=O)Cc2ccc(NC(=O)C3CCN(C(=O)C4CCCCC4)CC3)cc2)cc1)C1CCCC1
 : i, 1.4
> O=C1COc2ccc(C(=O)COC(=O)c3ccccc3Cl)cc2N1
 : i, 1.6
> COc1ccc(C(=O)OCC(=O)c2ccc3c(c2)NC(=O)CO3)cc1[N+](=O)[O-]
 : i, 1.6
> CCOc1ccc(S(=O)(=O)NCc2cccs2)cc1C(C)C
 : i, 0.8
> CC(C)Cn1c(SCC(=O)Nc2ccc(Cl)cc2F)nc(O)cc1=O
 : i, 1.6
> CC(C)[C@H](N)C(=O)NC[C@H]1O[C@@H](n2cnc3c(N)ncnc32)[C@H](O)[C@@H]1O
 : i, 0.1
> CCOc1ccc(S(=O)(=O)N2CCOCC2)cc1NC(=O)CN1C(=O)NC(C)(C2CC2)C1=O (stereo not given)
 : i, 0.3
> N#CCc1ccc(OCCCN2CCC(C(O)(c3ccccc3)c3ccccc3)CC2)cc1
 : i, 1.2
> CCc1ccc(N2CC(C(=O)N3CCN(c4ccc([N+](=O)[O-])cc4)CC3)CC2=O)cc1 (stereo not given)
 : i, 0.3
> COc1ccc(C(C)(O)c2nc(-c3cnc4ccccc4c3)cs2)cc1 (stereo not given)
 : i, 1.2

Exported field by field: entries from further up
O=C1COc2ccc(C(=O)COC(=O)c3ccccc3Cl)cc2N1
  Myeloid diff MLP: i | Myeloid diff MLP GFP+ MAC1+ %: 1.6
COc1ccc(C(=O)OCC(=O)c2ccc3c(c2)NC(=O)CO3)cc1[N+](=O)[O-]
  Myeloid diff MLP: i | Myeloid diff MLP GFP+ MAC1+ %: 1.6
CCOc1ccc(S(=O)(=O)NCc2cccs2)cc1C(C)C
  Myeloid diff MLP: i | Myeloid diff MLP GFP+ MAC1+ %: 0.8
CC(C)Cn1c(SCC(=O)Nc2ccc(Cl)cc2F)nc(O)cc1=O
  Myeloid diff MLP: i | Myeloid diff MLP GFP+ MAC1+ %: 1.6

Next section:
Value order: Myeloid diff MLP, Myeloid diff MLP GFP+ MAC1+ %
> O=C(NCc1ccc(Cl)cc1)c1ccc(-c2ccc(F)c(F)c2)c2ccoc12
 : i, 1.0
> Cc1cccc(NC(=O)CN2C(=O)C3CC=CCC3C2=O)c1C (stereo not given)
 : i, 2.1
> O=S1(=O)C[C@H](N2CCN(CC3CC3)CC2)[C@@H](COCc2ccccc2)N1
 : i, 0.8
> CCCCn1nnnc1C(c1cc2ccccc2o1)N(C)CCc1ccccc1 (stereo not given)
 : i, 1.2
> CCCCNC(=O)C1(C)CCN1C(=O)c1ccc(C(F)(F)F)nc1C (stereo not given)
 : i, 2.0
> COC(=O)[C@]12CCCCC=C1N(Cc1ccc3c(c1)OCO3)C(=O)[C@H](CC(=O)N1CCOCC1)C2
 : i, 1.1
> Cc1ccccc1C(=O)NCC(=O)NC1CC1
 : i, 0.2
> O=C1OCCN1C(=O)[C@H]1[C@H](c2ccc(Cl)cc2)C(c2ccc(F)cc2)=NN1c1ccccc1
 : i, 2.3
> O=S1(=O)CC(N2CCN(CCO)CC2)CN1Cc1ccc(F)cc1 (stereo not given)
 : i, 0.7
> CCC1Nc2ncnc(N3CCOCC3)c2N(Cc2ccc(Cl)cc2)C1=O (stereo not given)
 : i, 1.8
> C[C@@]12C(=O)N(c3ccc(Cl)cc3)C(=O)N1[C@@H]1c3ccccc3OC[C@@H]1[C@H]2c1ccccc1
 : i, 0.5
> CCOC(=O)N(C)C[C@@H]1OCc2cn(nn2)CCCC(=O)N([C@@H](C)CO)C[C@H]1C
 : i, 1.4
> O=c1[nH]n(-c2ccccc2)c(=O)cc1Cl
 : i, 0.6
> CC(C)Cn1nc(C(=O)N2CCc3ccccc32)c2ccccc2c1=O
 : i, 1.7
> COC(=O)[C@H](C)N(Cc1ccc(Cl)c(Cl)c1)S(=O)(=O)CCN1CCCC1
 : i, 0.2
> CCC1(C)CN=C(c2ccccc2)NC1 (stereo not given)
 : i, 0.6
> CCOc1ccc(NC(=O)CN(C)C(=O)C(C)Oc2ccc(Cl)cc2)cc1OCC (stereo not given)
 : i, 0.6
> CCS(=O)(=O)NC(=O)C1(C)CCN1C(=O)C1(c2ccc(Cl)cc2)CC1 (stereo not given)
 : i, 0.6
> COC(=O)c1ccc(/C=C2\SC(=S)N(CCCC(=O)N3CCOCC3)C2=O)cc1
 : i, 1.9
> O=c1[nH]c(CN2CCCCC2)ccc1O
 : i, 0.7
> COCOCCn1cc(CN2CCS(=O)(=O)N(Cc3ccc(-c4cccc(CO)c4)cc3)C(C)C2=O)nn1 (stereo not given)
 : i, 1.8
> O=C(OCC1CCC=CO1)C1CCC=CO1 (stereo not given)
 : i, 0.9
> C=CC[C@H](CC(=O)N(CCO)Cc1ccccc1)C(=O)N[C@H](COC(=O)[C@@H](CC=C)Cc1ccc(F)cc1)C(C)(C)C
 : i, 2.4
> Nc1ccc2c(c1Br)Cc1ccccc1-2
 : i, 1.6
> COc1ccc(Cn2c(=O)oc3ccccc32)cc1OC
 : i, 0.4
> Cc1cccc(NC(=O)C2CCCCN2S(=O)(=O)c2ccccc2)c1C (stereo not given)
 : i, 0.4
> CC(C)C[C@H]1CNC(=S)N1C[C@H]1CCCN1C[C@H](CC(C)C)N1C[C@H](Cc2ccc(O)cc2)N(CCc2ccccc2)C1=S
 : i, 1.5
> C=CCNc1nc(NCCCN2CCCC2=O)c2sc(-c3ccccc3)cc2n1
 : i, 1.6
> O=c1[nH]c2ccccc2nc1-c1nnnn1Cc1ccccc1
 : i, 0.9
> C[C@@H]1CN([C@@H](C)CO)C(=O)c2cc(NC(=O)c3ccncc3)ccc2O[C@@H](C)CCCCO[C@@H]1CN(C)C(=O)Cc1ccccc1
 : i, 0.7
> Cc1cccc(S(=O)(=O)NC(=O)C2(C)CCN2C(=O)c2sccc2C)c1 (stereo not given)
 : i, 0.7
> COc1ccc(-c2cnc3c(c2)C(=O)N([C@H](C)CO)C[C@H](C)[C@H](CN(C)C(=O)Cc2cccnc2)O3)cc1
 : i, 1.5
